GoLoco inh red: RGS12 GoLoco-Gai1 interaction inhibition | Gai1:RGS12 GoLoco peptide FP, rhodamine, 10 min | Potency, µM (highest dose often 61.6 µM), inactives show at the top dose activity, negative = inhibition, actives largely listed as inhibitors | actives 0.44% (n = 230,000); active = well fitted inhibition curve with a large enough effect, not every such curve was filed as active; inactive = no such curve, though single readings can be large or run the other way; note: % is set by controls: 0 for no effect and ±100 for the full control effect; nearly all actives have a fitted effect of over 30% in size; many of its hits are not listed in these tables
JMJD2E inh: JMJD2E (human) inhibition. Potency, µM (series often up to 57.1 µM), inactives show at the top dose activity change, negative = inhibition, most hits filed as inhibitors. actives 1.6% (n = 230,000). JMJD2E catalytic domain, FDH-coupled NADH fluorescence (FDH is formaldehyde dehydrogenase); active = well fitted inhibition curve with a large enough effect, not every such curve was filed as active; inconclusive = small, poorly fitted or top-dose-only effect, or another doubt; inactive = no such curve, though single readings can be large or run the other way;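 note: 0% = wells with enzyme and -100% = buffer wells without enzyme; nearly all actives have a fitted effect of over 50% in size; many of its hits are not listed in these tables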
RECQ1 inh: RECQ1 (human) helicase inhibition. RECQ1 DNA unwinding, red fluorescence kinetic read. Potency, µM (titrated, usually from 57.3 µM), for inactives: top-dose activity, negative = inhibition, usual class: inhibitors. actives 0.54% (n = 240,000);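 note: plate controls were vehicle for no effect and no enzyme for full effect; nearly all actives have a fitted effect of over 30% in size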
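RECQ1T1 50 nM; forked duplex (20 bp + 30-nt ss tails) 200 nM, ATP 2 mM final; pH 8.0, 2 mM MgCl2, 2.5 ug/ml poly(dI-dC); 15 min compound preincubation; discontinuous kinetic read over 2 h at RT.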
TRb SRC2 PPI: TRbeta-SRC2 interaction inhibition; actives 0.065% (n = 280,000); TRbeta-SRC2 peptide binding, fluorescence polarization; receptor liganded with 1 µM T3; Potency, µM (series often up to 106 µM), for inactives: top-dose activity change, negative = inhibition, most hits filed as inhibitors;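 note: plate controls were bound peptide for no effect and peptide without receptor for full effect; nearly all actives have a fitted effect of over 50% in size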
Target sequence (P10828 whole entry, looked up): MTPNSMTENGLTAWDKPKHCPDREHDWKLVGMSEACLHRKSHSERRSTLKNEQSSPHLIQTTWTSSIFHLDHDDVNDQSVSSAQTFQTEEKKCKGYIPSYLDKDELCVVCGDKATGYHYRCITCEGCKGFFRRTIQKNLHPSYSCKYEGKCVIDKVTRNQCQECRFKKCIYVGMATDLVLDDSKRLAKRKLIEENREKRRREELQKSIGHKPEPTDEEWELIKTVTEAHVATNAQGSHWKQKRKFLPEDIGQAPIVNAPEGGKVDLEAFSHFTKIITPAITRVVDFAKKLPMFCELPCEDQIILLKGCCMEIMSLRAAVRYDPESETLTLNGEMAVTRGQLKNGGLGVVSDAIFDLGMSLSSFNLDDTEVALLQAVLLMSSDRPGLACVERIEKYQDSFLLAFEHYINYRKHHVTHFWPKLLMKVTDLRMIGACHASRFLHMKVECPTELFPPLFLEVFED
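Polarization signal, normalized between peptide-alone and full complex controls, measured compound effects on T3-liganded human TRb LBD (0.6 uM) binding 20 nM Texas Red SRC2 peptide after 5 hr.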
SMN2 splice up: increases expression of the SMN2 splice variant | HEK293 SMN2-luciferase splicing reporter, luminescence, 30-36 h | actives 2.8% (n = 210,000) | Potency, µM (top dose mostly 46.1 µM), without a hit: top-dose activity change, positive = activation, actives largely listed as activators; note: % of control where 0% means no effect; nearly all actives have a fitted effect of over 55% in size
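qHTS luciferase splicing reporter: luminescence rises when SMN2 exon 7 is included in transfected HEK293 cells. Compound exposure lasted 30-36 h at 37C, with 4.5 mM final sodium butyrate as control, followed by a ONE-Glo read.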
TexasRed fluor: alters Texas Red total fluorescence, flagging assay interference | TRb/SRC2 Texas Red total fluorescence interference | Potency, µM (titrated, usually from 106 µM), for the others: at the top dose fluorescence change, negative = quenching | actives 0.29% (n = 280,000) | AID 1479; active = well fitted curve in either direction with a large enough effect; inconclusive = small, poorly fitted or top-dose-only effect; note: % is set by controls: 0 for no effect and ±100 for the full control effect
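Human TRb ligand-binding domain at 0.6 uM with 20 nM Texas Red SRC2 peptide in Tris buffer containing 1 uM T3 and 5% DMSO, incubated with compound 5 h at ambient temperature. Total fluorescence (555/632 nm) calculated as parallel + 2 × perpendicular.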
LMNA splice mod: modulators of lamin A splicing; HeLa LMNA splicing GFP/RFP minigene ratio, 48 h; Potency, µM (titrated, usually from 46.1 µM), inactives show top-dose ratio change, negative = inhibition, most hits filed as inhibitors; actives 0.01% (n = 200,000); active = well fitted inhibition curve with a large enough effect in the signal ratio, with a control signal flat, not every such curve was filed as active; inconclusive = small, poorly fitted or top-dose-only effect, or effect the other way, or a change in a side signal; the % refers to the signal ratio; note: % is set by controls: 0 for no effect and ±100 for the full control effect
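Read-out is the ratio of GFP to DsRed2 object intensity, acquired by 488 nm laser-scanning cytometry on HeLa lamin A-EGFP minigene reporter cells. Compound incubation 48 hrs at 37 °C in Opti-MEM with 2% FBS; DMSO 0.5% final.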
ALDH1A1 inh: inhibitors of human aldehyde dehydrogenase 1A1 | P00352 | Purified ALDH1A1, NADH fluorescence, propionaldehyde substrate | Potency, µM (series often up to 75.3 µM), inactives show at the highest dose activity, negative = inhibition, actives largely listed as inhibitors | actives 7.3% (n = 220,000) | AID 1030; active = well fitted inhibition curve with a large enough effect, not every such curve was filed as active; inconclusive = small, poorly fitted or top-dose-only effect, or another doubt; inactive = no such curve, though single readings can be large or run the other way;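 note: plate controls were no enzyme wells and a reference inhibitor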
Target sequence (P00352 whole entry, looked up): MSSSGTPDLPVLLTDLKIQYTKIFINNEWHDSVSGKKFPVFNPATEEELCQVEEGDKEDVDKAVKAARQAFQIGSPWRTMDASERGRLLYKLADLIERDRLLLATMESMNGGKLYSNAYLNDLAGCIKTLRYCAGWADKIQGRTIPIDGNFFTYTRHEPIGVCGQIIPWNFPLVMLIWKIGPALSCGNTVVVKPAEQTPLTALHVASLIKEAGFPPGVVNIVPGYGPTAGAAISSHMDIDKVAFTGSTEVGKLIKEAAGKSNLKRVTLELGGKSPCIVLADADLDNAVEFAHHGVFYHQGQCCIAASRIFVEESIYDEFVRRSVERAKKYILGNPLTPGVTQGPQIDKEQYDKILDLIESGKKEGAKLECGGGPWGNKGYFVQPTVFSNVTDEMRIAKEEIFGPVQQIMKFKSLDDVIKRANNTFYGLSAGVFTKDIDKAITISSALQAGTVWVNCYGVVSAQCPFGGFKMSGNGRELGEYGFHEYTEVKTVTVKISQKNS
The depositor's hits bear a star; i = inactive; u = inconclusive; x = no result given; [ ] = dose if it differs, or a comment. Unless noted, calls come from the whole dose curve; as a rule, active = well fitted curve in the direction sought with a large enough effect; inconclusive = small, poorly fitted or top-dose-only effect, or another doubt; inactive = no such curve, though single readings can be large; an effect the other way counts as inactive or inconclusive. Potency is the fitted concentration of half-maximal effect. The list is partial; the hit share may differ from the screen's.

item	structure	GoLoco inh red	JMJD2E inh	RECQ1 inh	TRb SRC2 PPI	SMN2 splice up	TexasRed fluor	LMNA splice mod	ALDH1A1 inh
1	COc1ccc(-c2cc(C(F)F)n3ncc(C(=O)N4CCc5ccccc5C4)c3n2)cc1	-2%	u	i	-6%	x	-1%	29%[46 µM]	3%
2	CCOc1ccc(S(=O)(=O)Nc2ccc3c(c2)OCO3)c2cccnc12	x	u	-17%	-2%	x	-9%	u	-4%
3	Cc1ccccc1C(=O)NNC(=O)C(C)N1C(=O)c2ccccc2C1=O (stereo not drawn)	-10%	-3%	-4%	-11%	-5%	-1%	-1%	u
4	CCNc1ncc2nc(-c3ccc(OC)cc3)c(=O)n(Cc3ccc(F)cc3)c2n1	-1%	x	-9%	x	x	x	u	u
5	CCCc1[nH]nc2c1C(c1ccc(OC)c(CSC3=NCCS3)c1)C(C#N)=C(N)O2 (stereo not drawn)	2%	-17%	-7%	0%	-7%	-4%	23%	u
6	Cn1c(=O)c2cc(S(=O)(=O)NC(Cc3ccccc3)C(=O)NCc3ccco3)ccc2n(C)c1=O (stereo not drawn)	-1%	-10%	0%	-1%	-32%	-4%	3%	u
7	CC(C)CCN(C)C1CCN(C(=O)Nc2c(F)cccc2F)CC1	6%	5%	-1%	3%	6%	1%	-5%	3%
8	CC(=O)N1CCN(S(=O)(=O)c2ccc(C)cc2)C1C(C)C (stereo not drawn)	-2%	5%	3%	-3%	-6%	1%	0%	-5%
9	OC(CNCCNc1ncccc1C(F)(F)F)Cn1ccc2ccccc21 (stereo not drawn)	5%	10%	i	-4%	x	-2%	x	x
10	O=C(NC1CCCC1)C1c2ccccc2C(=O)N1C1CCCCC1 (stereo not drawn)	5%	1%	-5%	9%	-1%	-5%	-6%	-3%
11	c1ccc(C2=Nn3c(nnc3-c3cccs3)SC2)cc1	3%	12%	9%	2%	x	-1%	x	x
12	O=C(C1=C(O)C(=O)N(Cc2ccccc2)C1c1ccncc1)c1ccco1 (stereo not drawn)	-3%	u	-13%	-1%	4%	1%	3%	u
13	COC(=O)C/C=C/[C@@H](C)[C@@H](/C=N/OCC[C@@H]1C=C[C@H](OC(C)=O)[C@@H](COC(C)=O)O1)NS(=O)(=O)c1ccc(C)cc1	4%	-4%	-1%	-3%	-6%	-1%	-5%	u
14	NC(=O)C1CCN(Cc2nc3cc(C(F)(F)F)ccc3c(=O)[nH]2)CC1	6%	-3%	0%	0%	x	-2%	x	x
15	CC(C)(C)NC(=O)c1cccc(NC(=O)c2ccco2)c1	4%	11%	0%	1%	3%	-5%	-16%	6%
16	C/C(=N/NC(=O)c1ccoc1C)c1ccc(NC(=O)c2ccncc2)cc1	5%	-1%	i	5%	u	-1%	-1%	-11%
17	O=S(=O)(c1ccc(Br)s1)N1CCC(Cc2ccccc2)CC1	4%	-3%	-6%	-7%	-16%	-3%	18%	16%
18	CCOc1ccc(OCC)c(NC(=O)CSc2nc3c(c(=O)n(C)c(=O)n3C)n2C)c1	-5%	-5%	-2%	-7%	6%	-1%	7%	-2%
19	Cc1ccccc1-n1c(C)nnc1SCC(=O)NC1CCCc2ccccc21 (stereo not drawn)	x	-6%	0%	-5%	x	-1%	-2%	-11%
20	O=C(COC(=O)c1cnccn1)c1ccc2ccccc2c1	1%	u	8%	-4%	17%	-4%	-10%	-8%
21	CC(C)NC(=O)C(Cc1ccccc1)N1C(=O)c2ccccc2C1=O (stereo not drawn)	0%	4%	-3%	3%	10%	-3%	-10%	8%
22	COc1ccc(N(CC(=O)NCc2ccc(C)cc2)S(=O)(=O)c2ccccc2[N+](=O)[O-])c(OC)c1	4%	-18%	6%	-4%	x	1%	u	3%
23	N/C(=N\OC(=O)N1c2ccccc2Sc2ccccc21)c1ccc(Br)cc1	26%	-1%	-15%	-3%	-30%[inhibitor]	0%	1%	13%
24	O=C(CCSc1ccccc1)Nc1ccc(S(=O)(=O)N2CCOCC2)cc1	3%	2%	-5%	-17%	2%	0%	-13%	u
25	O=C1c2ccccc2C(=O)N1c1nc(-c2cccs2)cs1	-5%	u	-3%	0%	26%	-11%	2%	u
26	O=C(C1CCN(c2ccc(N3CCOCC3)nn2)CC1)N1CCc2ccccc2C1	-2%	u	8%	-9%	-10%	-2%	u	u
27	CN1CCN(c2cc3c(cc2F)c(=O)c(C(=O)O)cn3CCF)CC1	5%	28%	-5%	-6%	x	0%	x	u
28	CCOc1cc(C(=O)NC)cc(Br)c1OCc1ccccc1	-7%	5%	-19%	8%	u	1%	x	10%
29	Cc1ccc(CNC(=O)CSc2ccc(-c3ccccn3)nn2)cc1	5%	3%	-9%	-4%	6%	-3%	x	-1%
30	COc1ccccc1-n1c(C)c2c(OC)cccc(=O)c2c1C	-21%	u	6%	-3%	10%	-2%	u	u
31	O=C1N(Cc2cccc(Cl)c2)C[C@@H]2C[C@@H](c3cccn3-c3cccnc3)N3CCC[C@@]123	21%	-9%	-7%	0%	x	-1%	-8%[46 µM]	7.1µM*
32	NC(=O)COC(=O)/C=C/c1cccc(Br)c1	1%	15%	-14%	-7%	9%	-3%	-19%[46 µM]	2%
33	COC(=O)c1ccc(C2/C(=C(/O)c3ccc(OC)cc3)C(=O)C(=O)N2c2cc(C)on2)cc1 (stereo not drawn)	-22%	-2%	-13%	-25%	-9%	-1%	0%	13µM*
34	COCCn1c(=O)c(-c2ccc(Cl)cc2)nc2cnc(Oc3ccccc3)nc21	5%	x	-4%	x	-25%	x	x	u
35	CCCCCn1c(NC2CCCCC2)nc2c1c(=O)[nH]c(=O)n2C	7%	2%	i	5%	x	-4%	x	x
36	COc1ccc(-c2cc(C(F)(F)F)nc(SCC(=O)N(C)Cc3cnn(C)c3C)n2)cc1OC	-2%	u	-7%	-6%	0%	-4%	u	u
37	Cc1ccccc1Nc1ccc(S(=O)(=O)N2CCOCC2)cc1[N+](=O)[O-]	-5%	-2%	1%	5%	-25%	-2%	u	u
38	O=C(COc1ccc([N+](=O)[O-])cc1)NCCC1=CCCCC1	2%	-1%	-4%	-2%	-40%	-2%	8%	10µM*
39	CCCS(=O)(=O)N1CCN(S(=O)(=O)c2ccccc2[N+](=O)[O-])CC1	9%	10%	16%	-2%	12%	0%	x	-6%
40	O=C(CSc1nnc(CNC(=O)c2ccco2)o1)c1ccccc1	-6%	7%	-11%	1%	-6%	-2%	-1%	13%
41	CC(N)C12CC3CC(CC(O)(C3)C1)C2 (stereo not drawn)	-13%	5%	-1%	7%	-13%	0%	9%	-11%
42	CCN(CC)c1nc2cc(C)ccc2cc1/C=C(\C#N)C(N)=O	40%[activator]	u	-8%	1%	7%	-6%	-3%[46 µM]	u
43	NC(=O)[C@H](Cc1cc2ccccc2s1)NC(=O)[C@@H]1CC2(CC(c3cccc(NC(=O)[C@@H]4CCC(=O)N4)c3)=NO2)CN1C(=O)/C=C/Sc1ccccc1 (stereo partly drawn)	13%	-13%	-12%	-3%	-25%	1%	-5%	u
44	Cc1cc(Nc2ccccc2)n(-c2cccc(Cl)c2)n1	-1%	-3%	-16%	-7%	u	-3%	u	u
45	Cn1nnnc1SCC(=O)Nc1ccccc1N1CCCCC1	11%	7%	-8%	2%	15%	-1%	-8%	11%
46	CCCCC(=O)Nc1ccccc1N1CCOCC1	6%	-4%	-3%	14%	-1%	-2%	10%[46 µM]	3%
47	O=C(NCC(=O)N(c1ccccc1F)C(C(=O)NC1CCCC1)c1ccco1)c1ccco1 (stereo not drawn)	-2%	-8%	0%	3%	x	-3%	1%[46 µM]	-4%
48	CCSc1ncc(CO)c(N)n1	-8%	-5%	i	7%	x	0%	x	10%
49	COCCSc1nnc(NC(=O)C2CCCCC2)s1	-1%	-2%	i	-2%	11%	-2%	0%	3%
50	CC(C)CNC(=O)c1cccc(NC(=O)Cc2ccc(Cl)cc2)c1	-6%	-7%	5%	-3%[53 µM]	-8%	-2%[53 µM]	-6%	2%
51	Cc1cccc(CS(=O)(=O)Cc2ccc(C(=O)NCC3CCCO3)o2)c1 (stereo not drawn)	13%	-26%	-4%	3%	1%	4%	2%	-1%
52	CSc1nnc2n(-c3ccccc3)c(=O)c3c4c(sc3n12)CCC4	5%	0%	-10%	1%	2%	-4%	-11%	-11%
53	COc1ccccc1N=c1c2c([N+](=O)[O-])cc([N+](=O)[O-])cc2n(O)n1-c1ccccc1OC	-4%	6%	-2%	1%	u	1%	-14%[46 µM]	8%
54	Cc1c(S(=O)(=O)Nc2cccc(Cl)c2)c(=O)n(C)c(=O)n1C	5%	2%	-4%	-9%	-7%	1%	5%	12%
55	Nc1ccc(Cc2ccc(N)c(C(=O)O)c2)cc1C(=O)O	2%[14.2 µM]	-14%	-4%	-2%	-9%[9.22 µM]	-3%	11%	25%[13.5 µM]
56	O=C(CSc1nnc(-c2ccccc2)n1-c1ccc(Cl)cc1)NNC(=S)Nc1ccccc1	2%	3%	7%	-30%	-4%	2%	-16%	16µM*

Source: PubChem
